From PubChem BioAssay
CCR6 antagonist – antagonists of human CCR6 receptor | CHO-K1 CCR6 PathHunter beta-arrestin, luminescence, CCL20-stimulated | inhibition, % at 20 µM | actives 0.49% (n = 340,000);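 active means compounds whose inhibition of the agonist-driven luminescence signal at 20 µM reaches about 50%, limit read from the data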;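 further: cells stimulated with CCL20 at 14 nM final; plate controls were DMSO with CCL20 for no effect and DMSO without agonist for full effect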
Target sequence (P51684 whole entry, looked up): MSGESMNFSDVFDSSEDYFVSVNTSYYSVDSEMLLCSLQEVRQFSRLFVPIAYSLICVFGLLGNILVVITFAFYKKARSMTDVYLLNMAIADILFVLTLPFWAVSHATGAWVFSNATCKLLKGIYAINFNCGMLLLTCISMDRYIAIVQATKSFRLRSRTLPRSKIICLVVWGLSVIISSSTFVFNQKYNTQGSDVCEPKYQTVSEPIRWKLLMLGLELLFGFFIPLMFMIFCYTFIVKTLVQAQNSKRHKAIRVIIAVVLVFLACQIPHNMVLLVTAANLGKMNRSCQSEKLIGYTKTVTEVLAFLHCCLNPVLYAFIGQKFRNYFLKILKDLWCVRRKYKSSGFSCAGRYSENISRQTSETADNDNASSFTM
697 NFkB inh – lowers PMA/ionomycin-induced NF-kB signal in 697 B cells | 697 B-cell NF-kB luciferase reporter, 16 h | inhibition, % at 4 µM | actives 0.33% (n = 330,000); in the data active means inhibition above about 35%
Mdm2-MdmX inh – human Mdm2/MdmX binding inhibition; O15151+Q00987; SaOS-2 split-luciferase Mdm2/MdmX complementation, luminescence; inhibition, % at 8 µM; actives 3% (n = 330,000); AID 485346;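 active means inhibition of at least 50% at 8 µM in the primary screen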
EBI2 antag – blocks human EBI2 receptor beta-arrestin signaling | P32249 | EBI2 beta-arrestin recruitment, luminescence, 7a,25-OHC stimulated | inhibition, % at 5 µM | actives 0.81% (n = 360,000) | AID 651636; in the data active means inhibition above about 38%;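 further: enzyme fragment complementation signal reports receptor beta-arrestin coupling in cells; 0% = agonist plus DMSO wells and 100% = wells without agonist; some results beyond the cut were filed as inactive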
Target sequence (P32249 whole entry, looked up, the tested form may be a part): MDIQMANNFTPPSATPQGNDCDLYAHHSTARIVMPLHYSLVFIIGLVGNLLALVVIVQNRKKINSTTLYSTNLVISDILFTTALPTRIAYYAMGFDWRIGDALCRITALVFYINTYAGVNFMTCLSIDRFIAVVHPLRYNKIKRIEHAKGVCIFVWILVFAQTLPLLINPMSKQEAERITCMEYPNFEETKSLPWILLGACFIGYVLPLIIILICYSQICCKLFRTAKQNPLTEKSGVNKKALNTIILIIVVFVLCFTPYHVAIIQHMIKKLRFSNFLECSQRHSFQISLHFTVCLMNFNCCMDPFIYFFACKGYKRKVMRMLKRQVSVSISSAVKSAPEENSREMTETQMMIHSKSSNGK
UPR CHOP act – activators of apoptotic arm of unfolded protein response (CHOP) | CHO-CHOP luciferase reporter, UPR activation, luminescence; percent of tunicamycin response over DMSO baseline | activation, % at 10 µM | actives 0.34% (n = 330,000) | AID 449763;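 active means at 10 µM dose, activation of 40% or more, normalized to positive control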;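 further: 100% = tunicamycin at 10 µg/mL and 0% = DMSO alone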
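Test system: CHO-CHOP cells, stable luciferase reporter of PERK-eIF2a-CHOP signalling | Quantity: 500 CHO-CHOP cells per well | Buffer or medium: F12 plus 10% serum | Compound dosing: 10 µM single point, 0.5% DMSO | Schedule: 6 h compound treatment, 37 °C | Signal: Luciferase luminescence | Control set: Tunicamycin high control, DMSO low control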
CXCR6 block – inhibitors of human CXCR6 receptor; O00574; CHO-K1 PathHunter CXCR6 beta-arrestin, luminescence; inhibition, % at 20 µM; actives 0.36% (n = 360,000); AID 602244; in the data active means inhibition above about 34%, passing the limit was not always enough;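 further: antagonist mode with CXCL16 agonist at 10 nM final; 0% = 10 nM CXCL16 with DMSO and 100% = unstimulated wells without agonist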
Target sequence (O00574 whole entry, looked up): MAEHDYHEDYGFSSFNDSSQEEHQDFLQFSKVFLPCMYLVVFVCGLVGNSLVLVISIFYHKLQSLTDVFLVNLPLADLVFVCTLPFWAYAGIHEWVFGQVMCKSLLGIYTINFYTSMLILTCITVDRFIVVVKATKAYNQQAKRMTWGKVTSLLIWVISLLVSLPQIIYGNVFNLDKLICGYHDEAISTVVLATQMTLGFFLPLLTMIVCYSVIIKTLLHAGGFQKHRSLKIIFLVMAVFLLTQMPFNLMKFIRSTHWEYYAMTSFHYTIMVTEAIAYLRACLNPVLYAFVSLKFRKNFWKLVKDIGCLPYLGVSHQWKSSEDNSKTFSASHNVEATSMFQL
UPR XBP1 act – activators of adaptive arm of unfolded protein response (XBP1); CHO-XBP1 luciferase reporter, IRE1-XBP1 UPR activation, luminescence; percent of tunicamycin response, DMSO as zero; activation, % at 20 µM; actives 0.33% (n = 330,000); AID 463104;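 active means versus positive control, 20 µM dose yields 30% or more activation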;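 further: 100% = tunicamycin at 10 µg/mL and 0% = DMSO only wells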
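Material: CHO cell line with stable XBP1 luciferase reporter; buffer or medium: F12 medium containing 10% fetal bovine serum; compound: single point, 20 µM final compound, 1% DMSO; incubation: 6 h treatment, 37 °C; measured by: glow luminescence from Steady-Glo reagent; evaluation: activation, % of tunicamycin; control set: tunicamycin high, DMSO low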
Jurkat NFkB inh – inhibitors of the PMA/ionomycin-induced NF-kB reporter in Jurkat cells; AID 435003; inhibition, % at 4 µM; PMA/ionomycin-induced NF-kB luciferase reporter, luminescence; actives 0.53% (n = 330,000); in the data active means inhibition above about 50%
Gli-Sufu block – blocks Gli-Sufu signaling in a luciferase reporter; Sufu-KO-LIGHT fibroblasts, Gli luciferase reporter luminescence; inhibition, % at 5 µM; actives 0.74% (n = 340,000);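 active means inhibition above about 55%, limit read from the data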;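 further: 0% = DMSO-treated cells and 100% = wells with medium but no cells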
* = called active by the depositor; · = no result given.

SMILES	CCR6 antagonist	697 NFkB inh	Mdm2-MdmX inh	EBI2 antag	UPR CHOP act	CXCR6 block	UPR XBP1 act	Jurkat NFkB inh	Gli-Sufu block
O=C1N[C@@H](Cc2ccccc2)COC(=O)[C@@H](Cc2ccc(F)cc2)CC/C=C/C[C@H]1CC(=O)N(CCO)Cc1ccccc1	14	5	52*	-6	6.1	22	0	-1	-9
COc1ccccc1C(=O)Nc1nnc(CCc2ccccc2)s1	15	-54	38	-3	2.9	11	1	49	1
COc1ccc(C2/C=C\CN(C(=O)C3CC3)[C@H](Cc3ccccc3)C(=O)N2Cc2ccc(F)cc2)cc1 (some centres not stated)	14	12	40	28	2.0	2	-5	15	19
COc1ccc(NC(=O)C2C3C=CC(C3)C2C(=O)NCc2ccco2)cc1 (configuration not stated)	9	19	33	-1	0.4	-10	-3	5	2
COc1ccc(/C=N/NS(=O)(=O)c2ccc(C)cc2)cc1OC(=O)c1ccc(C)cc1	7	12	16	11	-2.6	15	-3	2	-1
O=C(CN1C2=NCCCN2c2ccccc21)c1ccc(Br)s1	22	1	17	-5	-5.1	9	-1	6	9
COc1cc(C(=O)NC2CCN(C)CC2)ccc1Nc1ncc2c(n1)N(C1CCCC1)CCC(=O)N2C(C)C	29	·	·	17	·	8	·	·	30
CN(CC(=O)Nc1cc([N+](=O)[O-])ccc1Cl)Cc1ccc(Br)cc1	15	-9	-23	0	0.5	7	0	5	5
O=C(/C=C/c1cccc(Cl)c1)NCc1ccccc1	20	13	-7	17	1.1	4	3	-4	-9
COC(=O)c1ccccc1NC(=S)N1CCN(C2CCCCC2)CC1	10	-2	-13	-6	0.0	-2	1	6	2
COc1ccc2oc(C(=O)OCC(=O)N(C)CC(=O)Nc3ccc(C)cc3)c(C)c2c1	10	19	0	-7	1.5	2	-5	-8	-8
Cc1ccccc1NS(=O)(=O)c1ccc(OCC(=O)NCc2cccnc2)cc1	3	9	0	-9	0.1	-10	-3	-6	5
O=C(CCSc1ccccc1)Nc1nccs1	13	9	-1	-5	1.4	-5	3	-6	-8
C=CCN(C(=O)c1cccc(S(=O)(=O)N2CCN(C)CC2)c1)c1nc(-c2ccccc2)cs1	-3	-17	23	20	2.0	-7	0	-14	9
CCC(C(=O)NCc1ccco1)N(C(=O)CNS(=O)(=O)c1ccc(F)cc1)c1ccccc1F (configuration not stated)	14	4	26	1	-1.4	3	-2	-2	-10

Another view of three compounds above:
> C=CCN(C(=O)c1cccc(S(=O)(=O)N2CCN(C)CC2)c1)c1nc(-c2ccccc2)cs1
- CCR6 antagonist = -3
- 697 NFkB inh = -17
- Mdm2-MdmX inh = 23
- EBI2 antag = 20
- UPR CHOP act = 2.0
- CXCR6 block = -7
- UPR XBP1 act = 0
- Jurkat NFkB inh = -14
- Gli-Sufu block = 9
> COc1ccc(/C=N/NS(=O)(=O)c2ccc(C)cc2)cc1OC(=O)c1ccc(C)cc1
- CCR6 antagonist = 7
- 697 NFkB inh = 12
- Mdm2-MdmX inh = 16
- EBI2 antag = 11
- UPR CHOP act = -2.6
- CXCR6 block = 15
- UPR XBP1 act = -3
- Jurkat NFkB inh = 2
- Gli-Sufu block = -1
> COC(=O)c1ccccc1NC(=S)N1CCN(C2CCCCC2)CC1
- CCR6 antagonist = 10
- 697 NFkB inh = -2
- Mdm2-MdmX inh = -13
- EBI2 antag = -6
- UPR CHOP act = 0.0
- CXCR6 block = -2
- UPR XBP1 act = 1
- Jurkat NFkB inh = 6
- Gli-Sufu block = 2

Other entries
SMILES	CCR6 antagonist	697 NFkB inh	Mdm2-MdmX inh	EBI2 antag	UPR CHOP act	CXCR6 block	UPR XBP1 act	Jurkat NFkB inh	Gli-Sufu block
O=C(CCCOC(=O)c1cccnc1Cl)c1ccc(Br)cc1	10	-14	-35	5	0.2	-3	-3	-4	-2
O=C(O)c1cccc(N2C(=S)N=C(Nc3ccccc3)C23CCCCC3)c1	-5	5	13	-5	-0.5	-3	-4	-5	-12
O=C(c1ccccc1NS(=O)(=O)c1ccccc1)N1CCCCCC1	11	21	14	-14	0.9	-4	0	8	-2
Cc1ccc(-c2ccc(=O)n(Cc3cccc(Br)c3)n2)cc1	-2	2	33	12	-1.3	-3	1	9	-25
CC1(C)CC2(CC(c3ccccc3F)c3ccc(O)c(O)c3O2)NC(=S)N1 (configuration not stated)	-1	21	1	4	1.0	-5	-4	3	10
O=C(C1=C(O)C(=O)N(Cc2ccco2)C1c1ccccc1F)c1cccs1 (configuration not stated)	1	-3	-12	0	-0.2	4	-3	-2	22
Cc1cccc(C)c1OCc1cc(C(=O)N(Cc2nccn2C)C(C)C)no1	3	-37	19	-2	0.4	3	-1	-18	7
CC(=O)c1cccc(NS(C)(=O)=O)c1	5	7	12	-9	-2.6	-6	-3	0	0
CN(C)/C=C/C(=O)c1cnc2sccn2c1=O	8	14	1	-8	0.1	0	-3	3	16
CC1(C)NC(=O)N(CC(=O)O)C1=O	1	-9	4	-14	-0.5	-7	1	-11	3
COC(=O)COc1ccc(S(=O)(=O)Nc2ccc(C(N)=O)cc2)cc1C	-8	24	-3	1	0.2	0	-2	6	9
CCOc1ccc(-n2c(SCC(=O)NCc3ccco3)nnc2-c2c[nH]c3ccccc23)cc1	11	3	-20	5	2.2	4	-1	-3	3
O=C(NC(Cc1c[nH]c2ccccc12)C(=O)O)c1ccc(Br)cc1 (configuration not stated)	9	19	15	-10	0.0	1	-2	2	4
Cc1onc(-c2c(Cl)cccc2Cl)c1NC(=O)NNc1ccccn1	10	10	15	-2	1.6	8	1	0	5
CC(C)c1ccc(OCc2nc(-c3ccccn3)no2)c(Br)c1	5	-234	-126	-24	0.5	1	-2	-131	-90
O=C(CCn1c(=O)c2ccccc2n(Cc2ccccc2)c1=O)NCc1ccc2c(c1)OCO2	21	·	·	-7	·	-2	·	·	15
O=C(c1ccc(Cl)cc1)C1CCN(C(=O)c2ccccc2F)CC1	2	·	·	6	·	-2	·	·	-6
Cc1ccc(-c2cc(C(=O)NCc3ccco3)c3ccccc3n2)o1	18	10	8	-7	-0.6	26	-8	-4	3
CCN1C(=O)CC(NCc2ccc(S(N)(=O)=O)cc2)C1=O (configuration not stated)	-1	-13	-7	-16	0.2	-3	-1	-3	4
Cc1nc(NC(=O)COC(=O)C2=NNC(=O)CC2)c(Cl)cc1Cl	-8	10	5	-1	-2.7	1	1	1	-14
Cc1ccc(N=c2c([N+](=O)[O-])nn(-c3ccccc3)n2O)c(C)c1	6	-39	-78	0	4.3	-2	-2	-41	-24
CC1CN(C(=O)CS(=O)(=O)Cc2ccc(Cl)cc2)CC(C)O1 (configuration not stated)	1	-13	-28	-3	-0.6	3	1	-10	5
Cc1ccc(NC(=O)CN(C)C(=O)COC(=O)[C@@H](NC(=O)c2ccccc2F)C(C)C)cc1	11	1	-21	15	0.3	2	-3	-19	8
COC(=O)C(Cc1c[nH]c2ccccc12)NC(=O)c1cncc(Br)c1 (configuration not stated)	-11	0	15	-14	0.2	-12	-3	-3	32
CC(C)(C)c1ccc(C(=O)CS(=O)(=O)c2ccccc2)cc1	2	-23	-196	10	-0.2	-8	-7	-105	-22
COc1ccccc1NS(=O)(=O)c1cccc(N=C2N=C(N)c3ccccc32)c1	-18	10	51*	0	-1.6	2	2	13	-4
CCOc1cc(N2CCOCC2)c(OCC)cc1NC(=O)CN1C(=O)C2C3C=CC(C3)C2C1=O (configuration not stated)	-1	8	4	0	1.4	-1	-4	4	1
CCCCC(=O)Nc1ncc(S(=O)(=O)c2ccc([N+](=O)[O-])cc2)s1	-3	-10	36	-38	0.4	5	-3	5	5
O=C(NC(Cc1ccccc1)C(=O)O)/C(=C/c1ccc(Cl)cc1)NC(=O)c1ccccc1 (configuration not stated)	15	18	3	-11	4.0	-3	0	2	-12
S=c1[nH]nc2nnc3ccccc3n12	20	-11	28	0	0.9	13	2	15	11
CCOCCCNC(=S)N1CCCC(c2nc3ccc(C)cc3[nH]2)C1 (configuration not stated)	4	2	-4	-7	-1.4	4	-3	1	11
Nc1nc(SCC(=O)Nc2ccc([N+](=O)[O-])cc2)[nH]c(=O)c1NC(=O)c1ccc(Br)o1	10	-10	3	2	-1.1	12	-3	-11	2
O=C(CNCc1ccccc1)Nc1ccc(Cl)cc1	-4	-16	1	0	3.4	-8	0	-39	-20
COCC(=O)O[C@]1(CCN(C)CCCc2nc3ccccc3[nH]2)CCc2cc(F)ccc2[C@@H]1C(C)C	9	1	93*	-10	3.9	-17	1	1	7
CCCCSc1nc2sc3c(c2c(=O)[nH]1)CC(C)(CC)OC3 (configuration not stated)	9	6	8	6	5.9	0	2	10	-19
Cc1ccc(NC(=O)CN(C)C(=O)c2cc(-c3cccs3)nn2-c2ccccc2)cc1	-6	-3	16	-8	3.5	3	0	-8	-8
CCC(Oc1ccc(C)cc1)C(=O)Nc1ccccc1C(=O)N1CCOCC1 (configuration not stated)	4	4	16	11	-0.2	-8	-5	2	5
O=C(CSc1ncnc2c1oc1ccccc12)Nc1ccccc1C(F)(F)F	-3	-14	22	6	0.1	-2	-2	-1	-3
CC(C)CN(C(=O)COC(=O)c1ccccc1Sc1ccccc1C#N)C1CCS(=O)(=O)C1 (configuration not stated)	10	-8	10	-1	0.2	1	-2	5	3
COc1ccc(CCNc2oc(-c3ccco3)nc2C#N)cc1	3	4	10	8	1.1	8	-2	-6	2
CCC(C)c1ccccc1NC(=O)COC(=O)C1=COCCO1 (configuration not stated)	-4	7	17	-7	-1.4	0	1	21	0
Clc1ccccc1/C=C/c1ccnc2ccccc12	9	-22	7	-18	1.0	-18	2	-15	-4
COc1ccccc1CNS(=O)(=O)c1cccs1	16	15	24	-1	-0.6	-7	-1	-1	13
CCOC(=O)/C=C/c1cnn(-c2ccccc2)c1	7	-69	-34	-12	3.4	-8	-4	-64	-33
CN(c1ccc(C(=O)Nc2cccc([N+](=O)[O-])c2)cc1)S(C)(=O)=O	12	0	14	6	1.2	-2	2	-19	-10
COc1ccccc1CNC(=O)c1ccc2nc3[nH]c4ccccc4c3nc2c1	22	-41	45	13	12	2	8	-17	-7
Cc1c(C(=O)N/N=C/c2ccncc2)nnn1-c1nonc1N	4	16	12	5	0.4	3	0	1	-3
CCN(CC)S(=O)(=O)c1ccc(NC(=O)[C@@H](NC(=O)c2cc(OC)cc(OC)c2)C(C)C)cc1	-3	3	-20	-4	1.1	5	1	-4	5
CC(=O)NCCC(=O)N1CCCC(N(C)CCc2ccccc2)C1 (configuration not stated)	10	14	-6	-10	2.0	-3	-2	-2	-16
Cc1cc(F)ccc1S(=O)(=O)N1CCCOC1CNC(=O)C(=O)NCc1ccco1 (configuration not stated)	-6	9	-31	-15	3.6	-3	-1	-2	-8
O=C(NCCCN1CCOCC1)c1ccccc1	-8	0	-13	-17	-0.1	-1	-1	-9	61*
CCN1C(=O)[C@H]2[C@H]3CN=C(SCC(=O)c4ccccc4)N3[C@@](CC)(C(=O)OC)[C@H]2C1=O	12	18	-4	-1	3.3	5	1	·	2
CS(=O)(=O)N(CC(=O)NC1CCCC1)c1ccc2c(c1)OCCO2	-13	21	17	-5	-1.0	0	-2	3	0
COc1ccccc1N1CCN(S(=O)(=O)c2c(C)[nH]c(C)c2C(=O)N2CCCCC2)CC1	8	10	-3	4	-0.8	3	-5	16	-9
O=C(NCC(=O)N(Cc1ccco1)C(C(=O)NC1CCCC1)c1ccncc1)c1cccs1 (configuration not stated)	7	6	10	-9	1.5	-17	-2	4	3
Clc1cccc(Oc2ncccn2)c1	0	21	2	-14	0.0	1	0	3	-10
